Screens (PubChem BioAssay)
CendR NRP1 mod: alters CendR peptide binding to human NRP-1; O14786; FAM-RPARPAR peptide binding to NRP-1, fluorescence polarization; inhibition, % at 25 µM; 360,000 compounds, 0.85% hits; AID 602438;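 active means inhibition or corrected inhibition above about 18%, plus a signal ratio from 0.5 to 1.5, limit read from the data, passing the limit was not always enough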; further: strong numbers were not always called active
MT1-MMP act inh: inhibitors of human MT1-MMP activation; P50281; HT1080 RFP-PRO-GFP cells, GFP/RFP ratio fluorescence, overnight; percent of plate control window, DMSO zero; GFP/RFP ratio change, % at 20 µM; 360,000 compounds, 0.061% hits; AID 651647;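 active means GFP/RFP ratio change of at least 30% with cell ATP level not reduced by more than half and red fluorescence within 50% of control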; further: strong numbers were not always called active
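Read-out: GFP/RFP fluorescence ratio; Test system: RFP-PRO-GFP reporter HT1080 cells; Compound dosing: single-point 20 µM compound, 1% DMSO; Times: overnight compound exposure at 37 °C.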
Scp1 inh: Scp-1 (human) phosphatase inhibition; Q9GZU7; Recombinant Scp1, phosphopeptide, malachite green phosphate absorbance; inhibition, % at 20 µM; 340,000 compounds, 0.88% hits; AID 493091;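 active means inhibition above about 50% at 20 µM, limit read from the data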;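 further: plate controls were DMSO wells with enzyme for no effect and wells lacking enzyme for full effect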
Target sequence (Q9GZU7 76-261 limits assumed): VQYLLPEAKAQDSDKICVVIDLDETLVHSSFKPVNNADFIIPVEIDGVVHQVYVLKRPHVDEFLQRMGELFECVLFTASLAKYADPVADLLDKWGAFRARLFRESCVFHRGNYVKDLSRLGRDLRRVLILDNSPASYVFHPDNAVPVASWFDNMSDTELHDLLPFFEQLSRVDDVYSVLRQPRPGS
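Test system: SCP-1 phosphatase catalytic domain, residues 76-261 | Compound dosing: One concentration, 20 µM, with 1.0% DMSO | Schedule: 45 min room-temperature reaction, 5 min colour, 30 min stabiliser | Detection: Absorbance at 630 nm | Read-out basis: % inhibition of SCP-1 phosphate liberation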
Rpn11 inh: inhibitors of human proteasome Rpn11; human 26S proteasome, Ub4-pepOG fluorescence polarization; 20S core pre-blocked with epoxomicin; calls only at 20 µM; 360,000 compounds, 0.59% hits; AID 588493; O00487;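 active means inhibition at 20 µM, scaled to each plate's controls, above about 33%, limit read from the data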
Target sequence (O00487 whole entry, looked up): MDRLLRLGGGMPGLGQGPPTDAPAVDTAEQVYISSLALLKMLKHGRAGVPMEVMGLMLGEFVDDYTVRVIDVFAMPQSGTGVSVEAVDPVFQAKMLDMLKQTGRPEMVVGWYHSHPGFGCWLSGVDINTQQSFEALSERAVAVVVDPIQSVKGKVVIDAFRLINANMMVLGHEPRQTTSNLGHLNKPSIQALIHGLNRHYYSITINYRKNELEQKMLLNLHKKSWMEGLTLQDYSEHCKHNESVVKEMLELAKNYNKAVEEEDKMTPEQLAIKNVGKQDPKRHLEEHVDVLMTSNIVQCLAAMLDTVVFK
LMPTP block: LMPTP (human) inhibition; 360,000 compounds, 0.22% hits; recombinant LMPTP-A, OMFP fluorogenic substrate, fluorescence intensity; inhibition, % at 20 µM;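 active means compounds that cut the enzyme signal by at least half of the control window in the single-dose screen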;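 further: plate controls were DMSO wells with enzyme plus substrate for no effect and substrate without enzyme for full effect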
Target sequence (P24666 whole entry, looked up): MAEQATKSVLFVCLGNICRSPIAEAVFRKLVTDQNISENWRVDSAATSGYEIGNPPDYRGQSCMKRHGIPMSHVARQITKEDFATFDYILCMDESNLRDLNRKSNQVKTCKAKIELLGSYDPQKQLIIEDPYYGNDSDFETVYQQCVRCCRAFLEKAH
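Test system: LMPTP-A phosphatase enzyme; input: 0.625 nM LMPTP-A final; reagent: OMFP substrate, 400 µM final; compound dosing: 20 µM single dose, 3% DMSO; incubation: 50 min dark incubation at room temperature; measured by: endpoint fluorescence intensity from OMFP dephosphorylation; measure: % inhibition relative to no-enzyme and uninhibited control wells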
SUMO1-SIM PPI: alters human SUMO1 binding to SIM partners; P63165; SUMO1 binding to a labelled peptide, TR-FRET, 1 h; inhibition, % at 20 µM; 360,000 compounds, 0.33% hits; in the data active means inhibition above about 37%
Target sequence (P63165 whole entry, looked up): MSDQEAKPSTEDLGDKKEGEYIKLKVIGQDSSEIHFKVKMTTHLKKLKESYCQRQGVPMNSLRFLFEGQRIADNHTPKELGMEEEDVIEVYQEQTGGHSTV
DNMT1 inh: inhibitors of human DNMT1; 360,000 compounds, 0.83% hits; DNMT1 molecular beacon, Hinp1I cleavage, fluorescence; AID 588458; P26358; inhibition (reported as % activation of signal), % at 10 µM; in the data active means inhibition above about 50%
STEP block: inhibitors of human striatal-enriched phosphatase STEP; P54829; recombinant STEP, OMFP fluorogenic substrate, fluorescence; inhibition, % at 20 µM; 360,000 compounds, 0.25% hits; AID 588621;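 active means inhibition at 20 µM, scaled per plate between control wells, above about 37%, limit read from the data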;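 further: 0% = DMSO with enzyme and substrate and 100% = substrate only without enzyme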
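System: isolated STEP enzyme; schedule: 20 min enzyme reaction at room temperature, protected from light; medium: Bis-Tris buffer pH 6.0, 2.5 mM DTT, 0.005% Tween 20; signal: fluorescence, 480/540 nm; dosing: single compound dose of 20 µM, 1% DMSO final; also added: OMFP substrate, 25 µM final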
NadD inh: blocks S. aureus nicotinate mononucleotide adenylyltransferase; purified NadD enzyme, colorimetric absorbance read-out; inhibition, % at 20 µM; 360,000 compounds, 0.78% hits; AID 602399; in the data active means inhibition above about 26%; further: some compounds past the cut are filed as inactive
SKN-1 inh: blocks SKN-1 activity in C. elegans. 360,000 compounds, 0.49% hits. inhibition, % at 21.8 µM. AID 624304. C. elegans VP596 Pgst-4::GFP/RFP ratio, acrylamide-induced, 24 h;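 active means interference check ratio from 0.5 to 1.5 plus GFP to RFP signal ratio inhibition reaching or exceeding a fixed threshold, cut at about 30% in these data, passing the limit was not always enough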; further: some compounds called inactive have numbers as strong as hits
* hit, by the source's call; i = inactive; . = no result given.

compound | CendR NRP1 mod | MT1-MMP act inh | Scp1 inh | Rpn11 inh | LMPTP block | SUMO1-SIM PPI | DNMT1 inh | STEP block | NadD inh | SKN-1 inh
O=C(C1CCN(Cc2ccccc2)CC1)N1CCCC1 | -9 | 2 | -4 | i | -3.4 | 0 | 2 | -3 | 2 | -3
COc1cccc(N2CCN(C(=O)CSc3ccc(F)cc3)CC2)c1 | 2 | 2 | -7 | i | 1.2 | -2 | -3 | -4 | -3 | -9
CCCNC(=O)C1(C)CCN(Cc2cc3ccccc3o2)C1 (stereo not given) | -12 | 2 | . | i | -2.8 | -1 | 4 | 2 | -3 | 3
CCOC(=O)N1CCN(c2nnc(-c3ccccc3)c3ccccc23)CC1 | 2 | 1 | -6 | i | -0.2 | 3 | -1 | 2 | -3 | -3
S=C(Nc1ccc(Br)cc1)NC1CCCCC1 | 1 | 1 | -2 | i | -0.2 | 1 | -4 | -1 | 5 | 4
CN1CC(=O)Nc2ccc([N+](=O)[O-])cc2C1=O | -16 | 0 | 0 | i | 0.2 | -29 | 2 | 0 | -2 | 12
COc1cccc(NC(=O)CN(C)C(=O)CSc2ncnc3sc(C)c(C)c23)c1 | -6 | -4 | 0 | i | 1.4 | 10 | -2 | 2 | 8 | 25
NCCCCCC(=O)Nc1ccncc1 | 9 | 4 | -15 | i | -5.1 | 0 | 2 | -2 | 3 | 3
COC(=O)c1ccc(C(=O)NCCCCO)cc1 | 2 | -4 | -5 | i | -0.6 | 0 | 0 | -3 | 0 | 4
CCc1ccc(NC(=O)/C(C#N)=C/c2cc3ccc(C)cc3nc2N2CCOCC2)cc1 | -86 | -55 | 1 | . | -1.7 | -2 | 5 | -2 | 19 | -2
N#Cc1c(-c2ccc(F)cc2)noc1N | 11 | 2 | -2 | i | 1.3 | -2 | 2 | 0 | 0 | 7
Cc1ccc(NC(=O)COC(=O)C2CCC2)cc1S(=O)(=O)N1CCOCC1 | -6 | 1 | -2 | i | -0.9 | 2 | 4 | 0 | 2 | 2
Cc1ccc(/C=C2\SC(=S)N(CCCC(=O)Nc3ccccc3C(=O)O)C2=O)cc1 | -73 | 2 | -8 | i | 1.6 | -7 | 4 | 5 | 6 | 10
CCN1CCN(S(=O)(=O)c2ccc(Cl)c(C(=O)N(C)C(c3ccccc3)c3ccccc3)c2)CC1 | 2 | -4 | 24 | i | -1.5 | 2 | -7 | 0 | 10 | -9
Cc1nc(CSc2ccc(Cl)cc2)cc(NCc2ccccc2)n1 | 0 | 0 | -7 | i | 8.0 | 2 | -7 | 3 | 1 | 1
CC1=C(C(=O)OC(C)C)C(c2ccncc2)n2ncnc2N1 (stereo not given) | -6 | 3 | -3 | i | -1.1 | 3 | 1 | 4 | 2 | -17
Cc1c(Cl)cnc(NC(=O)COC(=O)[C@H](C)NC(=O)c2ccccc2)c1Cl | 26* | 0 | 17 | i | 1.2 | 7 | 6 | 1 | 10 | -18
CCOc1ccc2nc3ccc4[nH]onc4c3c2c1 | 0 | -3 | -10 | i | 2.2 | -16 | 15 | 1 | -9 | 17
COC(=O)CCC(=O)Nc1cccc2ccccc12 | -2 | -1 | -3 | i | 0.2 | 0 | 10 | -4 | 2 | 5
O=C(N=C1SC2CS(=O)(=O)CC2N1c1ccccc1Cl)C1CCCO1 (stereo not given) | 8 | 1 | -8 | i | -1.0 | -4 | 1 | 0 | -2 | 0
O=C(NCc1ccc2c(c1)OCO2)C1CCN(C(=O)Nc2ccc(Cl)cc2)CC1 | -3 | 2 | -3 | i | -0.8 | 0 | 75* | 1 | 1 | -5
CN1CCC(=O)N([C@H](CSc2ccccc2)c2ccccc2)CC1 | 14 | 1 | -1 | i | -0.7 | 0 | 5 | 2 | 4 | -5
CC(=O)C1C=CC(C)(C(=O)O)C2C=C(C)C(=O)C(C)(O)C12 (stereo not given) | 11 | -3 | -8 | i | -2.1 | 35 | 2 | -5 | -1 | 9
O=C(CCS(=O)(=O)c1cccs1)Nc1ccc(C(=O)NC2CCCC2)cc1 | -2 | -5 | -5 | i | 0.1 | -4 | -1 | 2 | -8 | -5
COC(=O)Cc1[nH]nc2c1C1(C(=O)N(Cc3ccccc3)c3ccccc31)C(C#N)=C(N)O2 (stereo not given) | 14 | 5 | -12 | i | -1.1 | -1 | -4 | 1 | 1 | -1
NS(=O)(=O)c1ccc(CCNC(=O)C(=O)NCC2OCCN2S(=O)(=O)c2ccc(Cl)cc2)cc1 (stereo not given) | 11 | -3 | -9 | i | 0.3 | 3 | -3 | 1 | -1 | -11
CN(C)c1ccc(CN(C)C2CCCCC2)cc1 | -6 | 4 | -11 | i | -1.3 | -1 | -1 | -3 | 0 | -1
COCc1nnc(NS(=O)(=O)c2ccc(C)cc2)s1 | -7 | -1 | -7 | i | -1.6 | -14 | 0 | 2 | 0 | 4
COc1ccc(C2N(c3ccc(F)cc3)C(=O)C3CCCN32)cc1 (stereo not given) | -21 | -2 | 0 | i | -1.9 | 10 | 1 | -2 | -6 | 13
Cc1ccc(C)c(NC(=S)NCCSc2ccc(Cl)cc2)c1 | 18 | 1 | -8 | i | 1.6 | 4 | -2 | 0 | 1 | -1

Rewritten with two lines to a compound: entries from further up.
Each structure is followed by: CendR NRP1 mod | MT1-MMP act inh | Scp1 inh | Rpn11 inh | LMPTP block | SUMO1-SIM PPI | DNMT1 inh | STEP block | NadD inh | SKN-1 inh
CN1CCC(=O)N([C@H](CSc2ccccc2)c2ccccc2)CC1
  14 | 1 | -1 | i | -0.7 | 0 | 5 | 2 | 4 | -5
CC(=O)C1C=CC(C)(C(=O)O)C2C=C(C)C(=O)C(C)(O)C12 (stereo not given)
  11 | -3 | -8 | i | -2.1 | 35 | 2 | -5 | -1 | 9
O=C(CCS(=O)(=O)c1cccs1)Nc1ccc(C(=O)NC2CCCC2)cc1
  -2 | -5 | -5 | i | 0.1 | -4 | -1 | 2 | -8 | -5
COC(=O)Cc1[nH]nc2c1C1(C(=O)N(Cc3ccccc3)c3ccccc31)C(C#N)=C(N)O2 (stereo not given)
  14 | 5 | -12 | i | -1.1 | -1 | -4 | 1 | 1 | -1
NS(=O)(=O)c1ccc(CCNC(=O)C(=O)NCC2OCCN2S(=O)(=O)c2ccc(Cl)cc2)cc1 (stereo not given)
  11 | -3 | -9 | i | 0.3 | 3 | -3 | 1 | -1 | -11
CN(C)c1ccc(CN(C)C2CCCCC2)cc1
  -6 | 4 | -11 | i | -1.3 | -1 | -1 | -3 | 0 | -1
COCc1nnc(NS(=O)(=O)c2ccc(C)cc2)s1
  -7 | -1 | -7 | i | -1.6 | -14 | 0 | 2 | 0 | 4
COc1ccc(C2N(c3ccc(F)cc3)C(=O)C3CCCN32)cc1 (stereo not given)
  -21 | -2 | 0 | i | -1.9 | 10 | 1 | -2 | -6 | 13
Cc1ccc(C)c(NC(=S)NCCSc2ccc(Cl)cc2)c1
  18 | 1 | -8 | i | 1.6 | 4 | -2 | 0 | 1 | -1

Next part.
compound | CendR NRP1 mod | MT1-MMP act inh | Scp1 inh | Rpn11 inh | LMPTP block | SUMO1-SIM PPI | DNMT1 inh | STEP block | NadD inh | SKN-1 inh
O=c1[nH]c(-c2ccccn2)nc2ccccc12 | 3 | 5 | 9 | i | -1.3 | -1 | 6 | -4 | -6 | -6
Cc1cc(NCCOCCO)n2c(nc3ccccc32)c1C#N | -16 | -1 | 3 | i | 1.8 | -85 | 16 | -1 | -10 | 17
COc1ccc(S(=O)(=O)N2CCCC(C(=O)N3CCCCCC3)C2)cc1 (stereo not given) | 6 | 5 | 3 | i | -1.4 | -1 | -2 | -1 | 4 | 9
CN(C)c1ccc(CC(=O)N2CCCCC2c2cc(C(=O)Nc3ccccc3)no2)cc1 (stereo not given) | -2 | -8 | . | i | -0.1 | 4 | -1 | -2 | 1 | 10
Cc1nn(-c2ccccc2)c(C)c1/C=C/C(=O)OCC(=O)NC1CCS(=O)(=O)C1 (stereo not given) | 0 | 1 | 9 | i | 1.6 | 4 | 4 | -4 | -4 | 8
CCCCN(C(=O)C1CC(=O)N(c2ccc(C)cc2)C1)c1c(N)n(CCC)c(=O)[nH]c1=O (stereo not given) | -4 | -3 | 7 | i | -1.0 | 3 | 1 | 0 | 4 | 12
O=C(CSc1nnc(-c2ccccc2O)o1)N1CCOCC1 | 18 | 2 | -1 | i | -0.1 | 1 | 0 | 1 | 5 | 2
Cc1ccc(N(C)S(=O)(=O)c2cccc(C(=O)NC3CC(C)(C)NC(C)(C)C3)c2)cc1 | -9 | 2 | -7 | i | -2.0 | 0 | 4 | 2 | -10 | 3
N#Cc1ccc(Cn2c(-c3ccc(F)cc3)noc2=O)cc1 | -2 | -6 | 10 | i | -0.9 | 1 | -7 | -2 | -4 | -20
COc1cc(-c2cnc3c(NC=O)cc(-c4ccc(N5CCN(C)CC5)cc4)cn23)cc(OC)c1OC | -20 | 5 | . | i | -2.9 | -24 | -7 | 3 | 1 | 13
COc1ccc(S(=O)(=O)N2CCC(C(=O)NCCC3=CCCCC3)CC2)cc1OC | -3 | 1 | -5 | i | -0.8 | 2 | -4 | -1 | -4 | 1
O=c1ccn(-c2cccc(C(F)(F)F)c2)nc1-c1ccn(-c2ccccc2F)n1 | 10 | -11 | -2 | i | -1.7 | 8 | -2 | -12 | 2 | -5
O=c1[nH]c(SCc2ccccc2Cl)nc2c1CCCC2 | -10 | -1 | 6 | i | 0.5 | -2 | -1 | 0 | -1 | 8
Cc1ccc(C)c(NC(=O)NNC(=O)CCc2ccccc2)c1 | -2 | 2 | 4 | i | 0.4 | 4 | 1 | -2 | -6 | -15
CCN(CC)C(=O)Cn1cnc2c1c(=O)n(C)c(=O)n2C | -15 | 2 | -5 | i | -1.6 | -6 | 3 | 1 | -1 | 2
Cc1ccc(S(=O)(=O)N2CCOCC2)cc1NC(=O)CNCc1cccnc1 | 7 | 2 | -7 | i | 2.9 | -1 | 2 | 2 | -1 | -2
COc1ccc(C(=O)N/N=C/c2cc3ccccc3[nH]c2=S)cc1 | 8 | -1 | -7 | i | -2.1 | -21 | 0 | 2 | 21 | -4
C/C(=N/NC(=O)C1CCCCC1)c1ccc([N+](=O)[O-])cc1 | 23 | 12 | -7 | i | -0.1 | -24 | -1 | -3 | -2 | 5
CCC(C)NC(=O)c1ccccc1NC(=O)c1ccc(CSc2ccc(C)cc2)cc1 (stereo not given) | 1 | 1 | -9 | i | 1.0 | 1 | -8 | -4 | -9 | -5
